T cell modulator = modulators of CD8 T cell-vesicle binding, primary screen, mouse 2C CD8+ T cells, flow cytometry; 0.068% of 330,000 active; AID 2052, 2009; 2C CD8+ T cell-vesicle binding; stronger effect = lower value; calls only at 7 µM;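 active = response, share of CD8 T cells binding vesicles, and their 90th percentile fluorescence all below set limits, cut at about 80% in these data, passing the limit was not always enough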
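Material: 2C TCR transgenic mouse naive CD8+ T cells, MACS-purified. Also added: QL9-charged Drosophila Ld/ICAM-1/B7-1 vesicles. Timing: binding 1.5 h at 37 °C. Measured by: high-throughput flow cytometry with anti-B7-1 and anti-CD8 staining. Read-out: percent CD8+ FL2 mean versus row control. Controls: Unloaded micro-vesicles (low), QL9 vesicles with 0.7% DMSO (high).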
GPR55 LPI antagonism = GPR55 antagonists blocking LPI-driven arrestin recruitment, primary screen, imaging, U2OS, beta-arrestin-GFP, LPI agonist (AID 2013) | G-protein coupled receptor 55 (Homo sapiens) | U2OS GPR55 beta-arrestin-GFP translocation imaging, LPI antagonism; higher % means a stronger effect | one-dose inhibition, % at 10 µM; IC50 in µM for titrated hits | 0.13% of 290,000 active;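 active = spots per cell inhibited over 60%, with over 100 cells counted and total cytoplasm intensity under 500,000; inconclusive = wells with under 100 cells, flagged as likely toxic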;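 note: U2OS cells stably carrying GPR55 and arrestin-GFP stimulated by 5 µM LPI near EC80; imaged beta-arrestin-GFP aggregate spots per cell after agonist stimulation; plate controls were LPI-stimulated DMSO wells for no effect and DMSO wells without LPI for full effect; some results filed as inactive read as strong as hits; confirmed hits need IC50 under 10 µM and bright autofluorescent wells are also inconclusive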
Salmonella PhoP GFP = inhibitors of PhoP regulon expression, primary screen, Salmonella Typhimurium, GFP reporter (AID 1863); 0.16% of 300,000 active; one-dose inhibition, % at 50 µM; IC50 in µM for titrated hits; S. Typhimurium PhoP-regulated promoter GFP reporter, 4 h; higher % means a stronger effect;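 active = inhibition over 29.93%, a cutoff 3 SD above the screen mean, later confirmed by dose response; inconclusive = inhibition over 29.93% but no dose response follow-up; inactive = inhibition at most 29.93% or unconfirmed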;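 note: 0% = low Mg2+ inducing control and 100% = high Mg2+ repressing control; strong numbers were not always called active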
KOR beta-arrestin-1 = KOR antagonists, beta-arrestin recruitment, cell-based, luminescence, uHTS (AID 1778). Kappa-type opioid receptor (Homo sapiens). KOR beta-arrestin recruitment, luminescence, antagonist mode; higher % means a stronger effect. one-dose inhibition, % at 10 µM; IC50 in µM for titrated hits. 0.091% of 290,000 active; in the data active = inhibition above about 50%; note: strong numbers were not always called active
KOR beta-arrestin-2 = KOR agonists, beta-arrestin recruitment, primary screen, cell-based, luminescence, uHTS (AID 1777); Kappa-type opioid receptor (Homo sapiens); KOR beta-arrestin recruitment, luminescence; higher % means a stronger effect; one-dose activation, % at 10 µM; EC50 in µM for titrated hits; 0.02% of 280,000 active; in the data active = activation above about 50%, passing the limit was not always enough; note: a part of the inactive calls stands beside numbers as strong as those of hits
NTR1 agonist = agonists of NTR1, primary screen, imaging, U2OS cells, beta-arrestin-GFP, high content (AID 493036); 0.17% of 330,000 active; Neurotensin receptor type 1 (Homo sapiens), P30989; NTR1-U2OS beta-arrestin-GFP spot imaging, agonist mode; activation, % at 20 µM;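 active = activation at or above 40% of the spot to cytoplasm intensity ratio, with at least 20 cells analyzed; inconclusive = wells under 20 cells, flagged as cytotoxic or low count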;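 note: 0% = DMSO without peptide and 100% = 100 nM NTR1 peptide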
Target sequence (P30989 whole entry, looked up): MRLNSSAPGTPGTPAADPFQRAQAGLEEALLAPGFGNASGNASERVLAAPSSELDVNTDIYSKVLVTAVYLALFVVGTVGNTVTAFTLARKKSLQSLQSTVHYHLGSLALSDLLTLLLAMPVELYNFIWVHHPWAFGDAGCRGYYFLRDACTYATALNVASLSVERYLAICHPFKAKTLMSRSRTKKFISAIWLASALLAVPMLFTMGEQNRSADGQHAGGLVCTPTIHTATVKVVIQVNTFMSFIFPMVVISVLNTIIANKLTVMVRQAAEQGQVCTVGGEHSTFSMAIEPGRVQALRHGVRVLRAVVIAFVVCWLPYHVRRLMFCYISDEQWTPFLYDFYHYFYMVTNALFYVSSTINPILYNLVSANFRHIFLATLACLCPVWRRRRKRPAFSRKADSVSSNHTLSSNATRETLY
GPR55 activation = GPR55 agonists via beta-arrestin recruitment, primary screen, imaging, U2OS cells, beta-arrestin-GFP redistribution (AID 1961); G-protein coupled receptor 55 (Homo sapiens); one-dose activation, % at 10 µM; EC50 in µM for titrated hits; U2OS GPR55 beta-arrestin-GFP redistribution imaging; higher % means a stronger effect; 0.048% of 290,000 active;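 active = activation above 40% with more than 50 cells counted in the well; inconclusive = wells holding fewer than 50 cells, flagged as toxic or sparse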;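 note: U2OS osteosarcoma cells stably expressing GPR55 and beta-arrestin-GFP; plate controls were DMSO negative control for no effect and LPI positive control for full effect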
GPR35 antagonists = GPR35 antagonists blocking zaprinast-driven arrestin recruitment, primary screen, imaging, U2OS, beta-arrestin-GFP, zaprinast agonist (AID 2058); G-protein coupled receptor 35 (Homo sapiens); U2OS GPR35 beta-arrestin-GFP translocation imaging, zaprinast antagonism; higher % means a stronger effect; inhibition, % at 10 µM; hits with a dose series show IC50 in µM; 0.052% of 290,000 active;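 active = inhibition of at least 50% with at least 30 cells and total cytoplasm GFP at most 10,000,000; inconclusive = under 30 cells or total GFP of 10,000,000 plus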
West Nile virus CPE = West Nile virus antiviral activity, cell-based, CPE readout (AID 1621); West Nile virus-infected cells, CPE inhibition; higher % means a stronger effect; CPE inhibition, % at 10 µM; hits with a dose series show IC50 in µM; 0.02% of 290,000 active; in the data active = a potency from the dose series; inconclusive = CPE inhibition mostly from about 3.7% at the one dose, without a potency; inactive = the rest, 99 in 100 with CPE inhibition below about 2.2%; note: strong numbers were not always called active
T cell modulator vesicle-bound % = recorded beside T cell modulator, whose call it bears; double positive events, %; measured here: CD8+ vesicle-bound cell fraction;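 binding gate set so that unloaded-vesicle control wells show 10% double positive cells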
NTR1 agonist cell count 20 µM = second read-out of NTR1 agonist, no call of its own (marks repeat the call); cell count; measured here: cell count, cytotoxicity flag
Starred values were filed as active, the others as inactive; i = inactive; u = inconclusive; x = no result given; & = joins results of further samples; [ ] = dose if it differs, or a comment. This is a random part of the collection; 0.62% or so of the library scored in one or more.

SMILES	T cell modulator	T cell modulator vesicle-bound %	GPR55 LPI antagonism	Salmonella PhoP GFP	KOR beta-arrestin-1	KOR beta-arrestin-2	NTR1 agonist	NTR1 agonist cell count 20 µM	GPR55 activation	GPR35 antagonists	West Nile virus CPE
CCN(CC)CC(O)Cn1c(-c2ccccc2Cl)nc2ccccc21 (centres undefined)	i	24.2	14.8%	1.9%	4.0%	x	-0.2	50	0.4%	-6.3%	-0.1%
Nc1nnc2c(n1)CCCC2	i	33.1	12.1%	-3.9%	13.7%	-4.8%	0.8	106	0.4%	4.7%	-0.4%
CC(OC(=O)CN1C(=O)COc2ccccc21)C(=O)NCc1ccc(F)cc1 (centres undefined)	i	12.8	-6.2%	15.3%	-3.7%	-1.7%	0.8	51	0.5%	3.7%	0.3%
COC(=O)N/N=C(\C)c1cccc(C(F)(F)F)c1	i	59.7	3.4%	4.7%	-20.9%	5.7%	1.3	38	-1.1%	-4.1%	-0.5%
O=c1c2[nH]c3cccc(Cl)c3c2ncn1Cc1ccncc1	i	37.9	14.1%	-8.9%	-37.1%	10.1%	0.8	39	0.2%	-4.7%	0.2%
Cc1ccc(S(=O)(=O)/N=C(\N)Nc2nc(C)c3cc(C)ccc3n2)cc1	i	8.0	-1.1%	1.1%	-0.6%	-0.8%	-0.6	55	-0.1%	-0.2%	0.1%
CC[n+]1ccc(C)c2cc(S(=O)C(F)(F)F)ccc21 (centres undefined)	i	32.4	8.6%	12.2%	-8.5%	4.3%	-0.2	74	1.1%	-5.5%	-0.4%
COc1cccc(NC(=O)CSc2nnc(-c3cc(C)n(-c4ccccc4)c3C)o2)c1	i	58.1	-2.9%	-3.5%	-33.1%	0.5%	2.0	48	0.2%	-0.5%	0.0%
CCN(CC)N=Nc1ccc(S(=O)(=O)Nc2nc(C)cc(C)n2)cc1	i	25.6&18.0	2.3%&-1.9%	-5.0%&12.9%	-8.7%&-26.8%	-0.8%&3.5%	1.4&-1.1	92&51	0.3%&-0.2%	11.4%&8.6%	-2.1%&-1.6%
CCOCCCNC(=O)C(NC(=O)c1ccc(NC(C)=O)cc1)c1ccc(OC)cc1 (centres undefined)	i	7.2	23.0%	7.3%	16.2%	-9.5%	-0.1	56	-0.4%	-0.9%	-0.1%
Cc1ccc(OCC(=O)NNC(=S)NCc2ccccc2)cc1	i	55.7	12.0%	1.7%	-3.1%[20 µM]	x	0.2	79	0.2%	15.3%	1.4%
Cc1cccc(NC(=O)CCSc2nc(C)cc(C)n2)c1	i	50.6	5.0%	4.4%	-23.1%	3.0%	-0.7	50	0.0%	11.2%	0.3%
Cc1ccc(NC(=O)COC(=O)Cn2nc(C)c([N+](=O)[O-])c2C)c([N+](=O)[O-])c1	i	57.1	8.8%	21.4%	-21.1%	1.8%	-1.7	94	0.0%	-3.0%	-0.2%
O=C(CN1CCOCC1)Nc1ccc(OC(F)(F)F)cc1	i	27.8	14.1%	3.0%	7.4%[20 µM]	-7.9%	-0.4	64	-0.1%	2.5%	-0.8%
COc1ccc(CC(=O)NC(C)(C)C)cc1S(=O)(=O)N1CCOCC1	i	27.5	-2.7%	-6.3%	-9.9%	3.4%	-2.1	77	-0.1%	4.2%	1.2%
CC(=O)Oc1ccc2oc(-c3ccccc3)c(C(N)=O)c2c1	i	6.3	9.9%	-2.7%	45.2%	1.1%	0.9	53	-1.9%	3.6%	-0.3%
Cc1nn(Cc2ccccc2)c(C)c1NC(=O)CCCn1nc([N+](=O)[O-])cc1C	i	37.7	2.4%	8.0%	11.6%	-1.8%	1.8	58	0.2%	0.2%	-1.0%
COc1ccc(/C=N/N2CCN(C3c4ccccc4-c4ccccc43)CC2)cc1OC	i	35.6	3.8%	-6.0%	9.6%	1.1%	4.0	58	0.1%	-9.9%	0.0%
O=C1CSC(=S)N1/N=C/c1cc(Br)ccc1O	i	29.9	8.3%	-1.1%	-7.3%	-3.4%	x	x	-0.2%	1.1%	-0.4%
COc1ccccc1NC(=O)c1c(C)cc(=O)oc1C	i	18.2	8.0%	-6.3%	1.1%	-6.1%	-0.8	49	-0.3%	-14.9%	-0.3%
CCCCC(=O)NCc1ccc(Cl)cc1	i	44.8	5.7%	15.3%	x	0.6%	-2.4	44	1.0%	-6.6%	-0.8%
Cc1ccn2cc(-c3ccc4c(c3)NC(=O)CO4)nc2c1	i	29.3	-7.5%	-7.3%	13.3%	-2.1%	-0.3	28	-0.2%	13.3%	0.2%
O=Cc1ccc(OCCOc2ccc([N+](=O)[O-])cc2)cc1	i	29.7	1.3%	7.4%	-3.5%	-4.4%	-0.6	72	-0.1%	2.9%	-0.7%
Cc1cc(NC(=O)c2ccco2)ccc1NC(=O)c1ccco1	x	x	-1.8%	x	-56.6%	1.3%	-0.1	42	-0.1%	-4.4%	-0.2%
COCc1nnc(NC(=O)CC(C)C)s1	i	29.6	-0.3%	5.6%	-19.0%	-0.8%	3.0	68	-0.4%	2.6%	0.2%
Continuation.
SMILES	T cell modulator	T cell modulator vesicle-bound %	GPR55 LPI antagonism	Salmonella PhoP GFP	KOR beta-arrestin-1	KOR beta-arrestin-2	NTR1 agonist	NTR1 agonist cell count 20 µM	GPR55 activation	GPR35 antagonists	West Nile virus CPE
O=C(/C=C/c1ccc(F)cc1)NCCc1ccc2c(c1)OCCO2	i	49.3	5.6%	-14.9%	5.7%	-2.9%	3.7	56	0.6%	-13.8%	-0.9%
O=c1cc(N2CCN(c3ccccc3Cl)CC2)[nH]c(=O)n1Cc1ccc(F)cc1	i	54.0	-3.0%	5.5%	-49.1%	-0.3%	3.5	65	-0.1%	7.5%	0.2%
COc1cccc(NC(=O)Nc2cc(C(=O)O)ccc2N2CC3CC(C2)c2cccc(=O)n2C3)c1 (centres undefined)	i	26.8	1.2%	10.6%	-27.4%	-1.8%	0.1	73	-0.1%	16.1%	0.5%
CCC(C)Sc1nnc(CNC(=O)C23CC4CC(CC(C4)C2)C3)n1C1CCCCC1 (centres undefined)	i	44.1	2.8%	-11.3%	23.5%	1.2%	16.1	41	-0.2%	6.5%	x
CC(=O)OCC1=C(C(=O)O)N2C(=O)[C@@H](NC(=O)Cc3cccs3)[C@H]2SC1	i	24.5	-7.9%	7.4%&2.9%	-3.4%	-2.7%	-2.2	86	-0.1%	3.8%	-0.3%&-0.5%
CCOC(=O)CCCOC(=O)c1ccc(S(=O)(=O)N(C)C)cc1	i	44.0	-1.7%	-4.9%	7.7%	-5.1%	-1.6	78	0.5%	-9.7%	0.6%
CCCCNC(=S)NNC(=O)c1csc(C(C)C)c1	i	13.2	10.0%	-0.3%	12.0%	1.6%	-0.4	75	0.5%	10.6%	0.2%
[2H]c1c([2H])c([2H])c(-c2nc(N3CCCCCC3)sc2C(=O)c2ccccc2)c([2H])c1[2H]	i	53.0	42.3%	-4.8%	-2.5%	4.6%	14.4	41	0.1%	-2.0%	0.1%
Cc1csc(NC(=O)CNC(=O)OCc2ccccc2)n1	i	37.0	8.2%	-6.2%	-19.0%	4.2%	-1.4	98	0.2%	8.8%	0.2%
COc1ccc(N2CCN(C(=O)Cc3ccc(Cl)cc3)CC2)cc1	i	34.5	0.8%	-6.5%	9.1%	0.6%	0.1	51	0.6%	-5.3%	-2.0%
Cc1ccc(NC(=O)c2cc(S(=O)(=O)N3CCCCC3)c[nH]2)cc1C	i	34.3	5.9%	x	0.4%[20 µM]	-5.2%	-1.1	67	-0.1%	8.2%	-0.2%
Cc1nc2ccc([N+](=O)[O-])cc2c(=O)n1Cc1ccc(Br)cc1	i	54.1	10.1%	12.1%	-3.6%	1.7%	0.0	54	-0.1%	7.3%	-0.6%
COc1ccc(CN(C)C(=O)c2cnc(OC)cc2C(F)(F)F)c(OC)c1	i	46.5	8.8%	-6.4%	22.3%	-2.7%	1.8	42	0.1%	4.7%	-0.5%
CCCCc1n[nH]c2c1/C(=N/O)CC(C)(C)C2	i	50.0	12.7%	17.0%	9.1%	-4.4%	-0.3	42	0.0%	-1.7%	-0.1%
CCCOC(=O)Cc1n[nH]c(=O)[nH]c1=O	i	60.1	-4.6%	-8.8%	-6.1%	-2.4%	0.6	48	0.1%	9.2%	0.2%
COc1ccc(S(=O)(=O)NCc2ccco2)cc1N(C)S(=O)(=O)c1ccccc1	i	59.7	24.5%	3.9%	-17.6%	0.7%	1.0	60	0.7%	1.2%	u
N#CC1(Cc2ccccc2)c2ccccc2C=CN1C(=O)c1ccccc1 (centres undefined)	i	56.8	7.9%	2.4%	-10.6%	-0.3%	1.1	32	-0.1%	-11.4%	1.1%
C/C(=N\NC(=O)c1ccc2c(c1)OCO2)c1cccnc1	i	0.7	2.5%	-2.5%	14.6%	0.8%	-0.3	58	-0.2%	2.3%	0.0%
COc1ccc(NC(=S)N2CCC(c3nc4ccccc4o3)CC2)c(OC)c1	i	25.4	5.8%	1.0%	-27.2%	-2.4%	-1.6	46	-1.0%	12.1%	-0.8%
CCNS(=O)(=O)c1ccc(CCC(=O)Nc2ccc3c(c2)OCCO3)cc1	i	24.9	-16.6%	-7.2%	-42.7%[20 µM]	6.0%	-0.6	58	-0.2%	10.5%	-0.4%
Cc1csc(C(C#N)C(=O)c2cc3ccccc3o2)n1 (centres undefined)	i	27.3	-0.3%	-4.6%	-22.8%	-1.1%	-0.7	62	-0.1%	-6.3%	-0.1%
Cc1ccc2cc(CCNC(=O)c3ccco3)c(=O)[nH]c2c1C	i	35.3	-17.6%	5.0%	-96.7%	0.0%	0.0	54	-0.1%	11.4%	x
COc1cccc(C(=O)NNC(=O)Cc2cccs2)c1	i	31.4	5.0%	3.3%	-33.2%[20 µM]	x	2.1	61	-0.1%	1.8%	0.3%
Clc1ccccc1CSc1nc2ccncc2[nH]1	i	22.1	5.4%	3.9%	-2.1%	-3.7%	0.8	96	-0.2%	18.7%	x
CCCCC(=O)Nc1cccc(NC(=S)NC(C)=O)c1	i	50.4	4.7%	5.0%	-0.6%	-2.2%	-0.6	61	0.3%	-5.6%	-0.5%
